Wnt act: Wnt/beta-catenin pathway activators, primary screen, cell-based, plate reader, single point; Wnt/beta-catenin reporter cell assay, activator; activation, % at 9.35 µM; 300,000 compounds, 1.2% hits; AID 743398, 2014; in the data active means activation above about 30%, passing the limit was not always enough;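 further: 0% = neutral control wells and 100% = positive control wells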
Rtt109 HAT inh: inhibitors of C. albicans Rtt109/Vps75 HAT, primary screen, biochemical, ThioGlo CoA-SH fluorescence, plate reader; purified Rtt109/Vps75, 4 h; AID 540336, 2011; inhibition, % at 34.9 µM; Histone acetyltransferase RTT109 (Candida albicans (strain SC5314 / ATCC MYA-2876)), …; 330,000 compounds, 0.16% hits;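 active means inhibition of at least 50% in every replicate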
CAL PDZ FP-1: CAL PDZ peptide-binding inhibitors, primary screen, biochemical, fluorescence polarization, Cer-tagged CAL PDZ, HTS | inhibition, % at 20 µM | 330,000 compounds, 0.02% hits | purified CAL PDZ, TMR-peptide fluorescence polarization, 1 h | Golgi-associated PDZ and coiled-coil motif-containing protein (Homo sapiens), Q9HD26 | AID 504414, 2011;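 active means highest replicate inhibition of at least 40%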;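 further: plate controls were DMSO neutral control wells for no effect and unlabeled competitor peptide control wells for full effect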
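Material – purified CerCALP PDZ construct · Detection – FP readout, S and P plane fluorescence · Measure – percent inhibition from loss of millipolarization · Controls – unlabelled peptide for full inhibition, DMSO wells as neutral · Probe or stimulus – TMR-labelled reporter peptide T*-PRC34 bound in PDZ groove · Times – 1 h at RT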
Tat transport: E. coli Tat export inhibitors, primary screen, MC4100, TorA-mCherry reporter, fluorescence, single point. AID 488895, 2010. inhibition, % at 10 µM. 340,000 compounds, 0.036% hits;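 active means mean replicate inhibition at least 50% and at least half of replicates individually reaching 50%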;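 further: exported cargo escapes ClpAP degradation while cytoplasmic cargo is degraded and loses fluorescence; 0% = median of neutral control wells and 100% = median of NaSCN control wells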
CAL PDZ FP-2: untagged CAL PDZ binding inhibitors, primary screen, biochemical, fluorescence polarization, HTS. Golgi-associated PDZ and coiled-coil motif-containing protein (Homo sapiens), Q9HD26. purified CAL PDZ, TMR-peptide fluorescence polarization, 1 h. inhibition, % at 24.9 µM. 300,000 compounds, 0.92% hits. AID 602252, 2012;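 active means mean inhibition of at least 30% with at least half of replicates also reaching 30%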;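 further: 0% = DMSO neutral control and 100% = excess unlabeled competitor peptide PRC23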
dFosB activator: activators of delta FosB homodimer, primary screen, biochemical, fluorescence polarization, TAMRA-CDK5 oligo, single point. AID 493131, 2011. Protein FosB (Mus musculus), P13346. activation, % at 25 µM. purified delta FosB; percent of positive-control signal above neutral wells. 340,000 compounds, 0.99% hits;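 active means mean activation above about 17%, with every replicate also reaching it, limit read from the data, passing the limit was not always enough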;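 further: fluorescence polarization rise as delta FosB binds a TAMRA Cdk5 AP-1 oligo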
Target sequence (P13346 whole entry, looked up): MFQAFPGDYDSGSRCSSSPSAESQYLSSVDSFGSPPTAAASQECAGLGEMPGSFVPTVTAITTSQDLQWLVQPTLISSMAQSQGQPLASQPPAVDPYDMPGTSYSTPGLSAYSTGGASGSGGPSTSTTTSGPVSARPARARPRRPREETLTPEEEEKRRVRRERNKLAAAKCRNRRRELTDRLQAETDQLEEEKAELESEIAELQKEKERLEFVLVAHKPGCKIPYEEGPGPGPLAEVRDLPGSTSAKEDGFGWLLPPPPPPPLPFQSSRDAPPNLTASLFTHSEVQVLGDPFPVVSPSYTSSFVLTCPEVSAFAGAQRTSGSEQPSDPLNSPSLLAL
CDK5 inh: inhibitors of human CDK5/p35 kinase, primary screen, biochemical, single concentration; Cyclin-dependent kinase 5 (Homo sapiens) + Cyclin-dependent kinase 5 activator 1 (Homo …; Recombinant CDK5/p35, ADP-Glo luminescence, 60 min; inhibition, % at 10 µM; 330,000 compounds, 0.01% hits; AID 488839, 2010;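 active means highest replicate inhibition of at least 50% and at least 75% of replicates reaching 50%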;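 further: plate controls were DMSO neutral control for no effect and GW8510 at 10 µM for full effect; many of its hits are not listed in these tables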
Target sequence (Q00535 whole entry, looked up): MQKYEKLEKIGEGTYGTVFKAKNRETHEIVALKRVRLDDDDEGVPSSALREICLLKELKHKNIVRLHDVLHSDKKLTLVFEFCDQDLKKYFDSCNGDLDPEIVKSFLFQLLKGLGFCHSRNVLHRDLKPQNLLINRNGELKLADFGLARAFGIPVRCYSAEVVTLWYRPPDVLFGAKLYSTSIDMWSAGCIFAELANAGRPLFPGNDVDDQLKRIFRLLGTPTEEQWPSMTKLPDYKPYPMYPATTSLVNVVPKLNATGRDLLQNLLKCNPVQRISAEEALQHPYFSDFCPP
Target sequence (Q15078 whole entry, looked up): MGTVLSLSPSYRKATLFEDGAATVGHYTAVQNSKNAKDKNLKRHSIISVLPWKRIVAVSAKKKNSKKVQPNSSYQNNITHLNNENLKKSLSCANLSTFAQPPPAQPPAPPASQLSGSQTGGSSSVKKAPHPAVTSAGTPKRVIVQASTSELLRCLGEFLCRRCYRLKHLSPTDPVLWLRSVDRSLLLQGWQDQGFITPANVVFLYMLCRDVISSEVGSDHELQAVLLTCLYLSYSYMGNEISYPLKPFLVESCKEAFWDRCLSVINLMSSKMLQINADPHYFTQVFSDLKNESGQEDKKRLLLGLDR
V-ATPase pH: regulators of yeast V-ATPase proton pumping, primary screen, pHLuorin cytosolic pH fluorescence; S. cerevisiae; response, % at 10 µM; 350,000 compounds, 0.37% hits; AID 504577, 2011; in the data active means response mostly above about 7.3%, no sharp cut-off; inactive means mostly below about 5.4%; further: actives read high; inactives centre near 0; some compounds called inactive have numbers as strong as hits
MITF TRPM1 HTS: activators of MITF-driven TRPM1 promoter reporter, primary screen, cell-based, SK-MEL-5, luciferase, single point | SK-MEL-5 TRPM1-promoter luciferase, 24 h; % of positive control, neutral wells = 0 | activation, % at 12.5 µM | 300,000 compounds, 0.75% hits;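 active means mean activation of at least 80% with every replicate also reaching 80%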;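 further: 0% = neutral control wells and 100% = parthenolide positive control wells; values of inactives mirror those of a sister screen read the other way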
cardiac RTF act: cardiac RTF calcium sensitivity activators, primary screen, biochemical, IANBD-TnC fluorescence, EC20 calcium; IANBD-labeled TnC RTF fluorescence at EC20 calcium; 0% EC20 calcium, 100% full calcium; activation, % at 7.2 µM; 340,000 compounds, 0.24% hits; AID 493008, 2010;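 active means activation above the mean over all tested compounds plus 3 SD, cut at about 30% in these data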;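 further: rise in fluorescence read as greater calcium sensitivity of cardiac thin filaments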
An asterisk follows results filed as active; . = not tested or not shown.

#	CAL PDZ FP-2	dFosB activator	cardiac RTF act	Rtt109 HAT inh	Tat transport	V-ATPase pH	CDK5 inh	Wnt act	MITF TRPM1 HTS	CAL PDZ FP-1	compound
1	10	-15	-1	-9	-8	-1	-0.1	1	20	-1.6	O=C(Nc1nc(-c2ccncc2)cs1)C1COc2ccccc2O1 (configuration not stated)
2	-6	4	-1	8	-13	-5	3.8	-3	-4	-0.4	O=C(Nc1ccc(C(=O)O)cc1)/C(=C\c1ccco1)NC(=O)c1ccccc1Cl
3	-2	1	-1	7	11	6	-1.3	-1	-7	-0.1	O=C(COC(=O)C1CC2C=CC1C2)Nc1cccc(S(=O)(=O)N2CCCCC2)c1 (configuration not stated)
4	-4	-3	7	4	-1	0	1.0	0	-11	-0.1	Cc1cc(C)cc(N2C(=O)CSC2c2ccccn2)c1 (configuration not stated)
5	-2	-6	10	-1	5	2	-1.4	-2	0	-0.4	O=C(CCc1c[nH]c2ccccc12)NCC1COc2ccccc2O1 (configuration not stated)
6	.	-1	1	1	-2	-1	1.3	-1	5	-0.8	O=C(CSc1ccccn1)N/N=C/c1c[nH]c2ccccc12
7	-8	-7	6	-2	-8	-3	-0.5	-1	.	-1.1	COCCOC(=O)C1=C(C)NC(=O)NC1c1cccc2ccccc12 (configuration not stated)
8	-1	2	-2	11	2	0	0.0	.	5	.	O=C1c2ccccc2-c2c1cccc2C(=O)N1CCCCC1
9	-7	3	5	10	0	-2	-0.7	-3	-59	-1.7	Cc1ccc(C)c(Cn2c3ccccc3c3cnn(CC(=O)NCCCN4CCCCC4)c(=O)c32)c1
10	-7	1	6	5	0	6	-0.4	.	70	-4.4	O=C(Nc1ccc2nc(-c3cccnc3)[nH]c2c1)C12CC3CC(CC(C3)C1)C2
11	2	-2	2	4	2	0	1.2	0	16	0.7	Cc1noc(C)c1S(=O)(=O)Nc1ccc2c(c1)CC(=O)N([C@H](C)CO)C[C@H](C)[C@@H](CN(C)CC1CC1)O2
12	-8	-6	-8	3	0	-4	-11	-3	-5	-2.3	CCc1ccccc1NC(=O)CNC(=O)CCc1nc2sc3c(c2c(=O)[nH]1)CCCC3
13	-2	-12	4	-9	7	1	-3.4	-4	-15	.	Cc1cc(C)c(C(=O)CSc2n[nH]c(=O)n2C2CC2)cc1C
14	3	-9	0	-3	3	-2	-0.1	-1	-7	-2.6	O=C(NCc1ccncc1)C(=O)NCC1OCCN1S(=O)(=O)c1cc(F)ccc1F (configuration not stated)
15	0	13	-4	5	-2	4	0.8	1	-3	0.0	COC(=O)c1ccc2c(c1)NC(=O)c1ccccc1S2

One compound at a time (already shown). Order of values: CAL PDZ FP-2, dFosB activator, cardiac RTF act, Rtt109 HAT inh, Tat transport, V-ATPase pH, CDK5 inh, Wnt act, MITF TRPM1 HTS, CAL PDZ FP-1
`O=C(Nc1nc(-c2ccncc2)cs1)C1COc2ccccc2O1` (configuration not stated) reads 10, -15, -1, -9, -8, -1, -0.1, 1, 20, -1.6
`Cc1ccc(C)c(Cn2c3ccccc3c3cnn(CC(=O)NCCCN4CCCCC4)c(=O)c32)c1` reads -7, 3, 5, 10, 0, -2, -0.7, -3, -59, -1.7
`O=C(CSc1ccccn1)N/N=C/c1c[nH]c2ccccc12` reads ., -1, 1, 1, -2, -1, 1.3, -1, 5, -0.8

(cont.)
#	CAL PDZ FP-2	dFosB activator	cardiac RTF act	Rtt109 HAT inh	Tat transport	V-ATPase pH	CDK5 inh	Wnt act	MITF TRPM1 HTS	CAL PDZ FP-1	compound
16	-7	-1	-7	7	0	4	-0.5	.	-5	.	CCOC(=O)CNC(=O)C(Cc1ccccc1)NS(=O)(=O)c1ccc2c(c1)CCC(=O)N2 (configuration not stated)
17	0	-4	-1	-8	-8	-6	-0.3	-26	-8	-1.4	COC(=O)c1c(NC(=S)Nc2cc(OC)c(Cl)cc2OC)sc2c1CCCCC2
18	3	-8	-1	-4	3	2	-0.4	-2	1	-3.0	O=C(Nc1ccccc1)c1cccc(S(=O)(=O)NC2CCCC2)c1
19	4	2	0	3	-2	5	0.6	6	9	-0.8	COc1ccc(Cl)cc1NC(=O)c1cc(-c2cc(C)ccc2O)n[nH]1
20	9	-7	4	5	0	0	1.1	-3	7	1.5	Cc1ccc(NC(=O)COC(=O)COc2ccc3ccc(=O)oc3c2)cc1[N+](=O)[O-]
21	-5	-8	-3	8	-1	4	0.1	-11	-32	-0.8	O=C(OC(c1ccccc1)c1nccc2ccccc12)c1ccccc1 (configuration not stated)
22	.	-4	1	-11	-10	3	0.4	-2	-3	-0.1	Cc1ccc(S(=O)(=O)CCC(=O)OCC(=O)NC(C)c2ccccc2)cc1 (configuration not stated)
23	-1	-10	2	2	-9	-1	0.1	-1	-4	-2.4	CCOC(=O)/C(C#N)=N/Nc1ccc(S(=O)(=O)N2CCc3ccccc32)cc1
24	.	-3	6	3	2	3	3.3	0	4	-1.6	O=c1cc(-c2ccccc2)c2c(O)cc(O)cc2o1
25	2	-17	2	-9	-5	-1	1.0	-16	-13	0.7	COc1ccc2c(c1)NC(C)(C)C=C2C
26	0	4	-2	4	1	2	0.4	28	-3	-0.4	C=CCNC(=O)/C(C#N)=C/c1ccc(C(=O)O)cc1
27	-1	-8	4	-3	-13	-1	-1.3	.	-6	-0.3	CCc1cc(-c2n[nH]c(=S)n2N)n(C)n1
28	.	-12	6	0	-2	2	0.2	-1	-9	-0.7	CCc1nc(NCCO)c(C#N)c2c1CSC(C)(C)C2
29	.	0	2	1	0	-3	4.1	.	-19	-2.6	CCOC(=O)C1=C(Cc2ccc(Cl)cc2)C(=O)c2ccccc2C1=O
30	.	-12	6	-3	6	3	-1.1	-1	5	0.1	CC1(C)CC(=O)C2=C(C1)N(c1ccc(F)cc1)C(=O)CC2c1ccsc1 (configuration not stated)
31	-2	-3	3	4	23	-7	-5.4	0	.	0.4	CCOCCCn1c(SCC(=O)Nc2ccc(NC(C)=O)cc2)nc2ccccc2c1=O
32	-3	-7	0	6	-9	7	1.1	-5	-13	-1.6	Cc1ccc(C)c(C(C)NC(=S)NC2CCCCC2)c1 (configuration not stated)
33	-2	0	-1	-7	-4	0	0.2	-2	11	-0.1	O=C(CCCCCNC(=O)N1CCn2c1nc1ccccc12)N[C@@H](C(=O)O)c1ccccc1
34	.	-4	-3	12	12	.	4.9	.	-6	-1.4	CCOC(=O)c1ccccc1NS(=O)(=O)c1ccccc1F
35	.	2	5	-4	3	4	1.3	-1	1	0.6	CC(Sc1ncnc2sccc12)C(=O)Nc1ccc(C(N)=O)cc1 (configuration not stated)
36	0	4	-7	1	-10	2	-1.3	-3	2	-0.7	CCCCc1ccc(C(=O)NC(C(=O)O)C(C)C)cc1 (configuration not stated)
37	.	1	-2	-7	-8	0	-0.4	-1	-4	-0.4	Cc1cc(C(=O)N2CCN(Cc3ccc4c(c3)OCO4)CC2)on1
38	-3	-3	3	-3	-9	-5	-2.1	1	6	-1.9	COc1ccc(NC(=O)/C=C/c2ccccc2[N+](=O)[O-])c(OC)c1
39	5	-2	-3	1	0	-2	0.7	-2	4	-0.8	CCC1SC(CC)C(=O)N(CC(=O)NCCc2ccccc2)C1=O (configuration not stated)
40	.	-1	5	1	-3	-1	0.4	4	7	-1.9	COC(=O)c1ccc2nc3c(cc2c1)[C@@H]1CCN2C(=O)CCC[C@H](C3)[C@H]12
41	2	1	-2	11	-5	0	1.2	-9	-7	-0.2	Cc1onc(-c2c(Cl)cccc2Cl)c1C(=O)NC1C(=O)N2C1SC(C)(C)C2C(=O)O (configuration not stated)
42	2	0	2	19	-7	3	-1.0	2	-3	-0.6	CCS(=O)(=O)c1ccc2oc(=O)c(/C=C(\O)c3ccc(Cl)cc3)nc2c1
43	-1	42*	2	-21	-2	-2	1.8	-1	8	0.4	COc1ccc(NC(=O)Cn2cc(C#N)c3ccccc32)cc1
44	-1	-6	6	2	-3	0	0.9	.	6	-0.7	COCCn1ccc(O)c(Cc2ccccc2)c1=O
45	.	5	-3	-9	-2	3	0.6	.	-10	-1.9	CCc1noc(C)c1C(=O)NCCc1ccc(OC)c(OC)c1
46	1	-2	-4	-5	-1	-3	0.2	.	11	0.3	O=C1c2ccccc2NC(c2ccccc2)N1/N=C/c1ccccc1 (configuration not stated)
47	-4	-2	1	-6	3	4	-2.3	-2	7	0.0	O=C1Nc2ccccc2C1(O)Cc1ccccn1 (configuration not stated)
48	8	-16	0	-5	-4	-7	-1.9	3	3	-3.3	C=CCn1c(N)cc(=O)nc1SC(C)C(=O)Nc1ccc(C(=O)OCC)cc1 (configuration not stated)
49	-6	2	3	-1	-5	-2	0.6	-2	-5	-1.0	COc1ccc(C2C(C(=O)c3ccco3)=C(O)C(=O)N2CCN2CCOCC2)cc1 (configuration not stated)
50	-2	-3	0	15	11	-2	-1.1	-1	-16	0.2	CC(=O)c1cc(-c2ccccc2)n(CCC(=O)NC2CCCCCCC2)c1C
51	7	0	10	1	4	-1	-1.1	-1	-5	0.2	CC(C)(C)S(=O)N1Cc2cc(=O)n(Cc3ccccc3)cc2[C@@H]1CCO (some centres not stated)
52	.	-11	6	0	2	6	-1.0	13	-1	-1.0	CC(C)(C)NC(=O)CN(C(=O)CS(=O)CC(=O)Nc1ccc(F)cc1)c1ccc2c(c1)OCCO2 (configuration not stated)
53	3	-3	4	-8	5	1	0.1	-4	-10	-0.1	Cc1nc2sc(C(c3cccs3)N3CCC4(CC3)OCCO4)c(O)n2n1 (configuration not stated)
54	11	-4	3	.	-2	-1	2.8	3	31	-1.5	CC1(C)CC(=O)C(C(N)=NC(=O)c2ccccc2)=C(O)C1
55	-3	-8	0	5	-4	-2	0.0	0	2	-0.4	Cc1nn(C)cc1CNC(=O)C1CCC(=O)N(Cc2cccc(C(F)(F)F)c2)C1 (configuration not stated)
56	-1	1	-4	.	1	-1	0.6	-2	-6	-3.6	CN(C)S(=O)(=O)c1ccc(C(=O)Nc2ccccc2SCCC#N)cc1
57	-2	-3	-5	3	-1	1	9.3	-2	-9	-0.2	Cc1ccc(S(=O)(=O)N2C[C@@H]3[C@H]4CC[C@H](C4)[C@@H]3[C@@H](C)[C@@H]2c2cccn2Cc2ccccc2)cc1
58	-6	-2	-3	-1	10	-1	3.3	2	-1	-0.2	O=C(COC(=O)c1cccc(Br)c1)NC(=O)NC1CCCC1
59	2	7	-2	1	-1	-1	0.0	.	-10	-0.5	O=c1cc(N2CCc3ccccc32)[nH]c(=O)n1-c1ccccc1Cl
60	2	11	-3	6	-12	1	1.4	1	42	-2.2	O=C(N/N=C/C(Cl)=C/c1ccccc1)c1ccc2c(c1)OCO2
